Screening data (PubChem)
ABCB6 inh MLPCN: blocks the human ABCB6 transporter; Q9NP58; K562-ABCB6 porphyrin accumulation, flow cytometry, 1 h; stronger effect = lower value; fluorescence ratio to DMSO, % at 10 µM; 360,000 compounds, 0.19% hits; AID 602162;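 active = fluorescence ratio to DMSO below 75%, the collection mean minus 3 SD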;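 also: signal is porphyrin accumulated inside mitochondria; 100% equals median channel fluorescence of DMSO control wells; lower ratio means ABCB6 inhibition with less porphyrin fluorescence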
m5-HT2A agonist: agonists of mouse serotonin 5-HT2A receptor (HTR2A); P35363; CHO-K1 mHTR2A beta-arrestin complementation, luminescence; percent of 30 µM serotonin response; activation, % at 7.6 µM; 360,000 compounds, 0.66% hits;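 active = activation above a run cutoff, the mean activation of all tested compounds plus 3 SD, cut at about 14% in these data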;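 also: 0% = plate median of compound wells and 100% = 30 µM serotonin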
MC4R barr agon: agonists of human melanocortin 4 receptor (MC4R) beta-arrestin; U2OS MC4R beta-arrestin complementation, luminescence; percent of melanotan II response, DMSO zero; activation, % at 8.9 µM; 360,000 compounds, 0.98% hits; AID 540308;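 active = activation above a per-plate cutoff, the mean activation of sample wells on that plate plus 3 SD, cut at about 8% in these data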
Target sequence (P32245 whole entry, looked up): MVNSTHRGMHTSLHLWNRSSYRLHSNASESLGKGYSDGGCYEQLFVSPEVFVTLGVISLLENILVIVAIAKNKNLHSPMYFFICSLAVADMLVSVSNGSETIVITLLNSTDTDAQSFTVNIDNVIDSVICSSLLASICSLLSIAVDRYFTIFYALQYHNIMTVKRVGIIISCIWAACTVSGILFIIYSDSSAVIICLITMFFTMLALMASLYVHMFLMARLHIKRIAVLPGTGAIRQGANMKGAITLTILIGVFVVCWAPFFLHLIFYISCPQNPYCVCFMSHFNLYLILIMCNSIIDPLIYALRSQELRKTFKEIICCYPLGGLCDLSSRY
MC4R antagonist: human MC4R antagonism in cAMP assay. MC4R-expressing cells, MTII-stimulated cAMP, LANCE TR-FRET. 360,000 compounds, 0.48% hits. inhibition, % at 6.5 µM;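 active = inhibition above its plate's cutoff, the mean of tested wells on that plate plus 3 SD, cut at about 29% in these data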;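 also: 0% = Melanotan II alone and 100% = Melanotan II plus saturating MCL0020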
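System – human MC4R-expressing U2OS cells · Also added – Melanotan II · Dosing – one concentration, 6.5 µM nominal · Timing – 30-min compound, 1-h challenge, 1-h detection, room temperature · Measured by – Eu-cAMP/anti-cAMP TR-FRET, emission 671 nm · Replicates – singlicate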
Glyco luc inh: blocks N-linked glycosylation in D54 reporter cells. D54 ERlucT glycosylation luciferase reporter, 24 h; percent of 100 nM tunicamycin response. reporter increase, % at 12.5 µM. 360,000 compounds, 0.23% hits. AID 588692;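 active = mean luciferase reporter signal, scaled so untreated is 0 and the glycosylation-blocking control 100, at or above a set limit in every replicate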;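 also: luciferase carries N-glycosylation sites so blocking glycosylation raises the light; 0% = median of neutral control wells and 100% = median of 100 nM tunicamycin wells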
Cardio protect: modulators protecting cardiomyocytes from myocardial damage | H9c2 cardiomyocytes, H2O2 injury protection, ATPLite, 2 h | protection from H2O2 cell death, % at 20 µM | 360,000 compounds, 0.63% hits;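 active = compounds giving at least 50% protection of heart cells from peroxide-induced death in the single-dose screen, raw or plate-pattern-corrected value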;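 also: 0% = DMSO wells with peroxide and 100% = DMSO wells without peroxide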
ABHD5-PLIN5 inh: inhibitors of human ABHD5-perilipin-5 interaction; Split G. princeps luciferase complementation, luminescence, 4 h; 360,000 compounds, 0.78% hits; inhibition, % at 4 µM; AID 602281;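 active = inhibition above the mean inhibition across every tested compound plus 3 SD, cut at about 22% in these data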;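 also: 0% = DMSO only wells and the 100% control is not disclosed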
PDI inh: PDI (human) enzyme inhibition; PDI insulin aggregation turbidity, A650, 90 min; inhibition, % at 10 µM; 350,000 compounds, 0.052% hits; AID 588391;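 active = mean inhibition across replicates of 30% or more, whatever share of single replicates reach that level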;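 also: absorbance from insulin aggregation driven by PDI reduction with DTT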
Target sequence (P07237 whole entry, looked up): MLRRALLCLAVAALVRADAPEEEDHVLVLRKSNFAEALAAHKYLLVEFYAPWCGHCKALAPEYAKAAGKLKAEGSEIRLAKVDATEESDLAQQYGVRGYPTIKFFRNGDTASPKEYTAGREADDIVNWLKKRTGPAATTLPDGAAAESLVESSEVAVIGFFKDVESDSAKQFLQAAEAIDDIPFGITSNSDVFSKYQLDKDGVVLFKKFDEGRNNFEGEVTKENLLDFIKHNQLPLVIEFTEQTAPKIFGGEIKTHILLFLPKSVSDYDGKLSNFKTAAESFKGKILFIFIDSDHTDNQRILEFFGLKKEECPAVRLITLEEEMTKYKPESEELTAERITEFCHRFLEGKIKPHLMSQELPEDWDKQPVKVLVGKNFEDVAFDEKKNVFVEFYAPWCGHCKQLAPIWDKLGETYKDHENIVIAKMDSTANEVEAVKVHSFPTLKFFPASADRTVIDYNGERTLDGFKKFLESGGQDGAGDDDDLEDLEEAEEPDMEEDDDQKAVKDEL
Granule exo inh: blocks lytic granule exocytosis; inhibition, % at 10 µM; TALL-104 LAMP-1 surface exposure, flow cytometry; cells stimulated with thapsigargin and PMA; 360,000 compounds, 0.66% hits; AID 651702;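 active = inhibition above about 55%, limit read from the data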
CaV13 FRET inh: Primary screen for inhibitors of IQ motif and Ca2+-dependent inactivation inhibitor domain binding in CACNA1D, Förster resonance energy transfer in living cells, … | HEK cells, CFP/YFP FRET ICDI-IQ, plate reader, 10 min; percent FRET-ratio fall versus neutral wells | inhibition, % at 12.3 µM | 340,000 compounds, 0.098% hits;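 active = mean replicate inhibition of at least 30% and at least 1% of replicates passing that level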;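 also: 0% = median of the neutral control wells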
The depositor's hits bear a star; / = not tested or not shown. Random draw from the library; 4.2% or so of the library scored in one or more.

1. NC(=NC(=O)c1ccccc1)N1N=CCC1c1ccccc1 (configuration not stated)
2. COc1ccc(Cl)cc1NC(=O)c1sc2nc(C)nc(N3CCOCC3)c2c1C
3. Cc1ccc(C2=NN(CC(=O)NCCC(C)C)C(=O)CC2)cc1
4. COc1cc(NC(=O)Cn2cnc3c(NCc4ccccc4)ncnc32)cc(OC)c1OC
5. S=c1[nH]nc(-c2cccnc2)n1/N=C/c1cccs1
6. O=C(Nc1ccc(S(=O)(=O)NC2=NCCCCC2)cc1)c1ccc(C(F)(F)F)cc1
7. CCCNC(=O)C1CC(=O)N(c2ccc(OCc3ccc(F)cc3)cc2)C1 (configuration not stated)
8. O=C(Nc1nc(=S)ss1)c1c(F)cccc1F
9. CCOC(=O)C1=C(C)Nc2ccccc2N=C1NC(=O)Cc1ccc(Br)cc1
10. O=C(CN1CCN(C(=O)c2cccc(-n3cnnn3)c2)CC1)Nc1ccccc1Cl

compound no.,1,2,3,4,5,6,7,8,9,10
ABCB6 inh MLPCN,97.0,104.0,97.0,95.0,100.0,98.0,98.0,101.0,106.0,98.0
m5-HT2A agonist,-0.3,10.2,-12.1,1.5,-2.4,-4.1,7.8,-4.5,3.2,1.8
MC4R barr agon,-0.3,-2.5,-1.9,1.4,-2.1,0.9,0.8,-1.5,2.2,-2.0
MC4R antagonist,12.1,2.9,-1.0,3.7,2.1,11.0,12.1,-2.3,-7.9,1.7
Glyco luc inh,10.3,-4.5,0.7,1.6,0.9,-2.0,-9.0,0.1,-2.2,1.8
Cardio protect,3.8,2.3,-4.5,1.0,-3.0,-7.9,-9.9,8.9,6.9,-2.9
ABHD5-PLIN5 inh,2.4,2.9,2.2,-4.4,-8.5,-1.6,1.3,-5.3,12.4,5.4
PDI inh,3.0,7.1,-4.1,2.8,1.5,-6.9,2.3,-7.0,-6.9,22.8
Granule exo inh,-1.1,1.9,0.1,-2.5,1.0,-0.2,1.8,5.2,-5.6,-0.3
CaV13 FRET inh,-4.7,-15.5,-3.3,-8.5,-6.0,-15.8,-20.5,/,-3.7,-5.1

11. CC(C)CNC(=O)Cn1c(=O)c2c(ncn2CC(C)C)n(Cc2ccccc2)c1=O
12. CC(C)C(=O)N1N=C2CCCCC2C1(O)C(F)(F)F (configuration not stated)
13. Cc1csc(NC(=O)CSc2nnc(Cc3cccn3C)n2CCc2ccccc2)n1
14. NC(CO)C12CC3CC(CC(C3)C1)C2 (configuration not stated)
15. S=C(c1ccccc1)N1CCCc2ccccc21
16. Cc1c(CCOC(=O)c2ccccc2)sc[n+]1CC(=O)c1ccc(Br)cc1
17. CC1CCN(C(=O)COC(=O)C23CC4CC(CC(O)(C4)C2)C3)CC1
18. Cc1n[nH]c(C)c1CCCOc1ccccc1
19. CCC(C)C(NC(=O)C(CC(C)C)NC(=O)C(CO)NC(=O)C1CCC(=O)N1)C(=O)OC (configuration not stated)
20. O=C(NCCc1ccccn1)C1CCN(S(=O)(=O)c2ccc(Cl)cc2)CC1

compound no.,11,12,13,14,15,16,17,18,19,20
ABCB6 inh MLPCN,97.0,98.0,94.0,94.0,100.0,98.0,104.0,104.0,102.0,101.0
m5-HT2A agonist,7.0,1.9,-5.6,1.3,0.2,-0.4,-1.4,-0.5,-3.6,8.6
MC4R barr agon,-0.3,-1.1,0.5,1.0,3.0,1.0,-1.9,-1.4,-2.8,2.3
MC4R antagonist,7.9,3.0,15.3,0.1,-4.4,13.4,1.0,9.1,14.6,2.7
Glyco luc inh,-1.2,-0.3,1.2,-0.1,1.7,-0.4,2.2,0.3,0.6,0.6
Cardio protect,4.0,1.6,0.5,-2.0,-3.9,-0.8,-8.8,-6.5,2.4,-1.4
ABHD5-PLIN5 inh,-3.2,6.2,8.5,3.8,14.6,7.1,2.4,2.2,8.5,-3.5
PDI inh,5.2,-2.6,/,9.5,-10.7,6.1,-2.1,-8.5,-4.2,-1.6
Granule exo inh,12.1,5.1,4.5,-7.2,-0.8,94.6*,1.9,20.6,-1.8,-5.8
CaV13 FRET inh,-19.8,-1.4,-4.2,0.2,-3.9,/,-5.0,/,-14.1,/

The last 3 records of the section above are carried over, then new ones follow.
18. Cc1n[nH]c(C)c1CCCOc1ccccc1
19. CCC(C)C(NC(=O)C(CC(C)C)NC(=O)C(CO)NC(=O)C1CCC(=O)N1)C(=O)OC (configuration not stated)
20. O=C(NCCc1ccccn1)C1CCN(S(=O)(=O)c2ccc(Cl)cc2)CC1
21. COC(=O)c1ccc(C(=O)Nc2ccc(F)cc2)cc1
22. Cc1ccc(SCCCn2cnc3ccccc3c2=O)cc1
23. C/C=C1\COC(C(=O)NCc2ccccc2)(C(F)(F)F)C=C1C=C(C)C (configuration not stated)
24. CC1=CC(=O)C=CC1(C)C(Cl)Cl (configuration not stated)
25. CCn1cc(CNC(=O)c2ccc(OC3CCN(Cc4ccccn4)CC3)cc2)cn1
26. Cc1oc(-c2cc(F)ccc2F)nc1CN1CCN(c2cnccn2)CC1
27. CCc1ccc(CN2CCC(n3nccc3NC(=O)c3ccccc3OC)CC2)o1
28. COc1cc2[nH]c(C(=O)N3CCc4ccccc43)cc2c(OC)c1OC
29. CCOC(=O)c1ccc(NC(=S)N2CCCC2c2ccc(OC)c(OC)c2)cc1 (configuration not stated)
30. Cc1ccc(CNC(=O)CN(CCc2ccccc2)S(C)(=O)=O)cc1

compound no.,18,19,20,21,22,23,24,25,26,27,28,29,30
ABCB6 inh MLPCN,104.0,102.0,101.0,96.0,87.0,100.0,105.0,91.0,95.0,98.0,104.0,97.0,100.0
m5-HT2A agonist,-0.5,-3.6,8.6,-8.1,-1.8,-12.3,-2.7,9.5,-1.2,-3.8,10.2,7.0,5.4
MC4R barr agon,-1.4,-2.8,2.3,-0.8,1.0,1.1,-1.9,-1.5,-5.3,-0.3,0.3,-1.6,1.4
MC4R antagonist,9.1,14.6,2.7,8.3,-2.0,4.6,2.7,0.5,-1.5,1.9,20.0,7.7,3.9
Glyco luc inh,0.3,0.6,0.6,0.4,5.4,-3.8,2.7,-1.8,0.3,0.9,6.6,-0.5,0.9
Cardio protect,-6.5,2.4,-1.4,-14.4,-1.1,-19.4,5.3,-8.7,-0.9,0.6,-4.1,-2.4,-7.5
ABHD5-PLIN5 inh,2.2,8.5,-3.5,-7.9,-0.3,-7.9,-0.3,0.4,-8.0,9.0,-5.9,3.6,-6.7
PDI inh,-8.5,-4.2,-1.6,-2.8,-5.2,-0.1,-0.4,-25.0,-2.3,-1.0,6.4,7.3,1.9
Granule exo inh,20.6,-1.8,-5.8,13.4,-0.9,-3.6,-4.5,3.2,-0.2,-0.7,-4.4,-0.6,-5.9
CaV13 FRET inh,/,-14.1,/,-6.0,-7.8,-10.1,-7.2,-10.9,4.5,-11.0,-4.0,-5.1,-4.4

The last 4 compounds of the section above come first, to join the parts:
27. CCc1ccc(CN2CCC(n3nccc3NC(=O)c3ccccc3OC)CC2)o1
28. COc1cc2[nH]c(C(=O)N3CCc4ccccc43)cc2c(OC)c1OC
29. CCOC(=O)c1ccc(NC(=S)N2CCCC2c2ccc(OC)c(OC)c2)cc1 (configuration not stated)
30. Cc1ccc(CNC(=O)CN(CCc2ccccc2)S(C)(=O)=O)cc1
31. CC(=O)c1ccccc1C(=O)N1CCCC(C(=O)c2ccc(C(F)(F)F)cc2)C1 (configuration not stated)
32. COc1ccc(CNc2ncc(-c3ccccc3)n2C)c(OC)c1OC
33. CCC(C(=O)NCc1ccco1)n1nc(-c2ccc(OC)cc2)ccc1=O (configuration not stated)
34. O=C(CC12CC3CC(CC(C3)C1)C2)Nc1nncs1
35. O=C(c1cccs1)N(c1cccc(Cl)c1)C1C=CS(=O)(=O)C1 (configuration not stated)
36. O=C(NCN1CCOCC1)c1cnccn1
37. O=C(NCCCN1CCOCC1)c1cc(Cl)ccc1Cl
38. O=C(CSCc1ccc(Cl)cc1)N/N=C/c1c(Cl)cccc1Cl
39. COc1cc(C(=O)N2CCN(S(=O)(=O)c3cccc(F)c3)CC2)ccc1OCC(=O)N1CCOCC1
40. O=C(O)CCN1c2ccccc2Sc2ccccc21

compound no.,27,28,29,30,31,32,33,34,35,36,37,38,39,40
ABCB6 inh MLPCN,98.0,104.0,97.0,100.0,105.0,101.0,111.0,101.0,97.0,98.0,98.0,99.0,101.0,99.0
m5-HT2A agonist,-3.8,10.2,7.0,5.4,2.6,0.8,-0.8,0.5,3.1,5.1,0.3,-4.7,-4.3,-7.8
MC4R barr agon,-0.3,0.3,-1.6,1.4,-2.9,-0.5,0.8,1.5,-0.9,-2.0,-1.1,3.7,2.2,-1.1
MC4R antagonist,1.9,20.0,7.7,3.9,10.4,18.8,5.2,-3.5,11.2,0.4,0.7,6.8,5.8,17.0
Glyco luc inh,0.9,6.6,-0.5,0.9,-1.3,-2.8,2.2,-11.5,1.7,3.9,0.9,-3.2,0.8,-2.1
Cardio protect,0.6,-4.1,-2.4,-7.5,-9.0,26.2,2.9,3.6,-1.8,8.8,4.5,-21.0,3.8,0.9
ABHD5-PLIN5 inh,9.0,-5.9,3.6,-6.7,-4.1,5.5,8.0,5.8,1.0,2.9,0.4,-3.1,13.1,-0.5
PDI inh,-1.0,6.4,7.3,1.9,1.5,0.8,5.7,-1.7,-7.9,4.1,-9.5,-4.1,-5.9,-3.1
Granule exo inh,-0.7,-4.4,-0.6,-5.9,-2.0,8.0,-0.6,-0.2,-1.7,7.7,-3.5,-1.0,1.5,4.8
CaV13 FRET inh,-11.0,-4.0,-5.1,-4.4,-7.3,-20.9,/,-5.6,0.4,-2.7,-4.7,-5.4,-6.6,-15.4

41. CNC[C@@H](C)NC[C@@H](Cc1ccccc1)NCCc1ccccc1
42. Oc1ccc(O)c(Cc2nc3ccccc3[nH]2)c1
43. CC(NC(=O)c1cccc(Br)c1)c1ccccc1 (configuration not stated)
44. N=C1c2ccccc2CN1NC(=O)CC12CC3CC(CC(C3)C1)C2
45. O=C(CNC(=O)c1cccs1)OCc1c(F)cccc1Cl

compound no.,41,42,43,44,45
ABCB6 inh MLPCN,99.0,104.0,102.0,103.0,93.0
m5-HT2A agonist,-5.5,-1.2,-3.6,0.1,0.6
MC4R barr agon,2.8,0.0,0.0,0.8,0.1
MC4R antagonist,0.7,-1.6,9.1,14.1,0.4
Glyco luc inh,-1.0,-0.1,-2.9,-1.5,0.5
Cardio protect,-0.3,17.9,-0.1,8.4,-7.1
ABHD5-PLIN5 inh,1.9,14.7,-3.0,7.9,-0.6
PDI inh,-4.1,-3.4,-0.5,2.5,-2.2
Granule exo inh,-2.2,-0.5,-5.1,-0.1,15.6
CaV13 FRET inh,-4.4,-4.0,-6.4,-5.5,-18.1
